PPARg SRC2 recr – agonists of PPARg-SRC-2 recruitment, primary screen, biochemical, HTS | Peroxisome proliferator-activated receptor gamma (Homo sapiens), P37231 | PPARgamma LBD-SRC-2 recruitment | activation, % at 8 µM | hit rate 0.34% among 200,000 | AID 1032, 2008; in the data active = activation above about 22%;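 also: 0% = vehicle and 100% = reference agonist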
Target sequence (P37231 whole entry, looked up, the tested form may be a part): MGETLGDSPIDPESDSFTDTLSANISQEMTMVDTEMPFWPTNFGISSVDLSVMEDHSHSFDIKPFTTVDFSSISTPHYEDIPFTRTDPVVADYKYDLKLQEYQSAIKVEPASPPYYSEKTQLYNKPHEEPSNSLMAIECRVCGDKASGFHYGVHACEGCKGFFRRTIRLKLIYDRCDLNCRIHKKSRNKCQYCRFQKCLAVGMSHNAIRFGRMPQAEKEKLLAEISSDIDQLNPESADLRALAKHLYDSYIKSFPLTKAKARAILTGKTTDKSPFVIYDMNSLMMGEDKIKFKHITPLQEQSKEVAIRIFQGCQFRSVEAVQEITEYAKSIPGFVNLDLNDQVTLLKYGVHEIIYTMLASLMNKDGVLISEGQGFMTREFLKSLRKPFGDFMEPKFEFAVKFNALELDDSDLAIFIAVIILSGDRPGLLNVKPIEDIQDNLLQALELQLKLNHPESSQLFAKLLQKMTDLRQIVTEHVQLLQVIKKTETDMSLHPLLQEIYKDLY
PPARg SRC3 recr – PPARgamma agonists recruiting SRC-3 coactivator, primary screen, biochemical. Peroxisome proliferator-activated receptor gamma (Homo sapiens), P37231. biochemical PPARgamma/SRC-3 coactivator recruitment assay. hit rate 0.26% among 200,000. activation, % at 8 µM; in the data active = activation above about 23%;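 also: 0% = DMSO and 100% = reference agonist; some compounds past the cut are filed as inactive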
HMGR II inh – inhibitors of E. faecalis class II HMGR, primary screen, biochemical, Enterococcus faecalis | AID 1066, 2008 | HMG-CoA reductase (Enterococcus faecalis, mvaE) | purified E. faecalis HMGR, NADPH absorbance 340 nm kinetic | inhibition, % at 10 µM | hit rate 0.41% among 190,000;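 active = inhibition above a set limit, the median over all tested compounds plus 3 SD, cut at about 9.5% in these data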;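 also: enzyme runs in reverse so mevalonate oxidation gives rising NADPH absorbance; 0% = complete reaction with DMSO and 100% = background rate lacking mevalonate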
bIAP activator – bovine intestinal alkaline phosphatase activators, primary screen, biochemical, bovine IAP, CDP-star luminescence. alkaline phosphatase, intestinal [Bos taurus]. purified bovine IAP, 30 min; active compounds read high; fold of DMSO-control signal, blank-subtracted. activation factor at 20 µM. hit rate 0.17% among 200,000. AID 1016, 2008;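 active = activation factor of 2 or more at 20 µM, a signal rise over negative controls twice the positive control's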
TNAP inh hi DEA – human TNAP enzyme inhibitors, primary screen, biochemical, luminescent, high phosphate acceptor level, uHTS. Alkaline phosphatase, tissue-nonspecific isozyme (Homo sapiens), P05186. purified TNAP, CDP-star luminescence, 1 M DEA. inhibition, % at 20 µM. hit rate 0.03% among 200,000. AID 1135, 2008;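 active = over 50% inhibition of tissue-nonspecific alkaline phosphatase at 20 µM in the single-dose screen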;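 also: plate controls were DMSO wells for no effect and EDTA-quenched wells as full inhibition for full effect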
TNAP inh no acc – human TNAP enzyme inhibitors, primary screen, biochemical, luminescent, no phosphate acceptor, uHTS | Alkaline phosphatase, tissue-nonspecific isozyme (Homo sapiens), P05186 | purified TNAP, CDP-star luminescence, 30 min | inhibition, % at 20 µM | hit rate 0.26% among 200,000;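 active = tissue-nonspecific alkaline phosphatase inhibition above about 50% at 20 µM in the single-dose screen, limit read from the data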;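 also: 0% = DMSO negative control and 100% = EDTA positive control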
PPARg SRC1 recr – PPARgamma agonists recruiting SRC-1 coactivator, primary screen, biochemical; Peroxisome proliferator-activated receptor gamma (Homo sapiens), P37231; PPARgamma-SRC-1 coactivator recruitment biochemical assay; activation, % at 8 µM; hit rate 0.41% among 200,000; AID 631, 2007; in the data active = activation above about 19%;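 also: 0% = DMSO and 100% = reference agonist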
SRC2 TRFRET art – TR-FRET signal artefacts, primary screen, artefact control for PPARgamma SRC-2 agonist project, biochemical; TR-FRET artefact counter-screen; active compounds read high; TR-FRET ratio at 8 µM; hit rate 0.4% among 200,000; AID 1049, 2008; in the data active = TR-FRET ratio above about 2000; also: inactives centre near 1500
TNAP act hiacc – TNAP activators at high phosphate acceptor level, primary screen, biochemical, luminescence, uHTS. Alkaline phosphatase, tissue-nonspecific isozyme (Homo sapiens), P05186. purified TNAP, CDP-star luminescence, 1 M DEA, 30 min; active compounds read high; 0 = EDTA background, 1 = DMSO-only activity. activation factor at 20 µM. 200,000 tested, under 10 active. AID 1136, 2008;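 active = activation factor at least 2 at 20 µM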
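Dosing: 20 µM single point. System: human TNAP. Amount: TNAP 1/800 final. Incubation: 30 min, room temperature. Read-out: TNAP activation factor scaled between EDTA and DMSO control wells. Signal: luminescence from CDP-star hydrolysis. Medium: 1 M DEA, pH 9.8, Mg2+, Zn2+. Control set: EDTA negative control, DMSO positive control.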
bIAP inhibitor – bovine intestinal alkaline phosphatase inhibitors, primary screen, selectivity assay for TNAP inhibitor project, biochemical, bovine IAP, CDP-star luminescence; alkaline phosphatase, intestinal [Bos taurus]; purified bovine IAP, 30 min; inhibition, % at 20 µM; 190,000 tested, under 10 active; AID 1019, 2008;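 active = over 50% inhibition of intestinal alkaline phosphatase at 20 µM in the single-dose screen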
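System: Purified bovine intestinal alkaline phosphatase (IAP) enzyme | Input: IAP diluted 1/65,000,000 in the well | Also added: CDP-star chemiluminescent phosphatase substrate, 30 µM final | Dosing: 20 µM single dose | Times: Enzyme reaction for 30 min at room temperature | Detection: Luminescence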
The depositor's hits bear a star; . = no result given.

compound	PPARg SRC2 recr	PPARg SRC3 recr	HMGR II inh	bIAP activator	TNAP inh hi DEA	TNAP inh no acc	PPARg SRC1 recr	SRC2 TRFRET art	TNAP act hiacc	bIAP inhibitor
CCS(=O)(=O)N1CCN(c2ccc(Cl)cc2[N+](=O)[O-])CC1	1	2	-4	0.8	4	-10	4	1712	1	24
O=C(Cc1ccccc1)Nc1ccc(NC(=O)C2CC2)nc1	3	8	0	0.9	-4	0	2	1620	1	5
CC(=O)/C(=N\Nc1ccccc1)Oc1ccc([N+](=O)[O-])cc1	-2	14	-1	0.9	43	38	-1	1524	0.6	10
O=C1c2ccccc2S(=O)(=O)N1CC(O)COc1ccc(Cl)cc1 (centres undefined)	0	-3	1	0.9	-4	-8	-6	1428	1	6
O=C(O)C1C2C=CC(C2)C1C(=O)NC(c1ccccc1)c1ccccc1 (centres undefined)	7	-3	-1	0.9	3	-2	3	1433	1	6
CCCCc1c(O)nc(SCCN(C)C)n(-c2ccccc2)c1=O	-1	5	1	1	-8	-10	2	1763	1.1	2
CCOC(=O)c1sc(NC(=O)/C=C/c2ccc(F)cc2)nc1C	6	2	-4	0.7	0	3	-2	1597	1	26
C=CCNC(=S)NNC(=O)c1ccccc1OCC	-2	6	-3	1.5	-1	-138	1	1546	1	-47
CCCN1C2=NCCCN2c2ccccc21	9	-3	-2	1	-7	-14	0	1641	1.1	-1
CC1Cc2cc(/C(O)=C3/C(=O)C(=O)N(CCCn4ccnc4)C3c3ccncc3)ccc2O1 (centres undefined)	-7	4	-7	1	0	7	3	1462	1	-1
CC(C)CCN1C(=O)CCC1(C)C(=O)NC1CCCCCCC1 (centres undefined)	15	12	-2	1	-2	-5	4	1573	1	2
C=CCn1cc(-c2ccc(Cl)cc2)cc(C#N)c1=O	4	1	2	1	-3	-12	2	1477	1	-2
Cc1ccc2c(c1)C(O)(C1COC(C)(C)CC1=O)C(=O)N2C (centres undefined)	7	8	-1	0.9	1	-2	1	1267	1	6
CC(Oc1ccccc1)c1ccnc2nc(N3CCOCC3)nn12 (centres undefined)	0	-3	-2	1	-5	-11	-3	1328	1	-3
CC(C)OC(=O)c1c(NC(=O)c2cccs2)sc2c1CCCC2	5	-4	0	1	-6	-13	-2	1367	1.1	2
CCNC(=S)N1CC(C)OC(C)C1 (centres undefined)	1	-6	-3	1	-4	-7	3	1604	1	3
O=C(NCc1ccccc1)/C(NC(=O)c1ccccc1)=C(/Sc1ccccn1)c1ccccc1	2	-3	-4	0.9	0	-3	4	1491	1	14
O=C(CCc1ccccc1)Nc1ccccc1C(F)(F)F	-2	-6	-1	1.1	-1	-6	3	1559	1	-8
CC(C)(C)OC(=O)N1Cc2ccccc2C[C@H]1C(=O)O	0	-5	-5	1	-11	-18	1	1511	1.1	-1
COc1ccc(-c2ccc(SCC(=O)N3CCOCC3)nn2)cc1OC	2	-6	-1	1.1	-1	-5	2	1643	1	-14
Clc1ccc(-c2nnc3n2CCCC3)cc1Cl	4	-4	2	1	-3	-11	1	1432	1	4
COc1ccc(-n2c(Cc3cccn3C)nnc2SCC(=O)Nc2nc(C)cs2)cc1	0	0	-1	1	-2	-2	7	1516	1	0
CN(C)c1ccc(P(=O)(CC(=O)N/N=C/c2ccc(C#N)cc2)OCCCl)cc1 (centres undefined)	1	-2	-2	1	-2	-12	4	1609	1	1
CCNC(=S)N/N=C(\C)c1ccc(N2CCOCC2)cc1	10	3	-6	0.9	-2	6	5	1801	1	9
CCN(Cc1ccccc1)C(=O)COC(=O)CNS(=O)(=O)c1ccc(C)cc1	8	2	4	0.9	-2	-11	3	1604	1	9
COc1ccc2c(c1OC)C(=O)OC2CC(=O)c1ccc(O)c(O)c1 (centres undefined)	3	2	-2	0.1	32	44	0	1438	0.7	.
O=C1CCCC2=C1C(c1ccc3c(c1)OCO3)c1c([nH]n(-c3ccccc3)c1=O)N2 (centres undefined)	14	4	2	0.9	-3	-14	8	1480	1	13
CCC(=O)Nc1cc(C(F)(F)F)ccc1N1CCOCC1	0	8	-7	0.9	-5	2	7	1589	1.1	7
O=C(CSc1nnc2ccccn12)NNC(=O)c1ccccc1	10	1	-3	1.1	-2	-24	4	1685	1	-10
O=C(COc1ccc(Br)cc1)Nc1ccc([N+](=O)[O-])cn1	3	5	0	1	-1	-8	8	1544	1	3
CCS(=O)(=O)N1CCN(c2cnn(-c3ccccc3)c(=O)c2Cl)CC1	-10	2	-3	1.2	-3	-2	-4	1335	1	-17
CCNC(=O)COC(=O)CCNC(=O)c1cccc(C)c1	-2	-2	-1	1.1	-4	-8	1	1641	1	-5
CC1CC(C)CN(C(=S)NC2CCCCC2)C1 (centres undefined)	16	4	-5	0.9	-5	-12	7	1753	1.1	6
COc1cccc2[nH]c3c(=O)n(CCN(C)C)cnc3c12	.	.	.	0.9	-3	-9	.	.	1	8
COCCN(Cc1cc2c(C)cc(C)cc2nc1Cl)C(=O)c1ccccc1F	8	4	0	1	-4	-8	8	1535	1	-2
COc1ccc(/C=C/CN2CCN(CCc3ccccc3)C(CCO)C2)cc1 (centres undefined)	11	2	-3	1	-4	-7	7	1640	1	-1
S=c1[nH]nc(Cc2ccccc2)n1Cc1ccco1	-5	-3	-5	1.2	-3	19	-6	1329	1	-18
CCN(CC)Cc1nc2c(c(=O)[nH]1)C1(CCCC1)Cc1ccccc1-2	3	1	-2	1.1	-3	-2	6	1586	1	-13
CC1(C(=O)Oc2ccccc2)Cc2ccccc2C(=O)O1 (centres undefined)	7	6	-3	1.1	5	-4	10	1682	1	-7
CC1CN(C(=S)NC(=O)c2cccc([N+](=O)[O-])c2)CC(C)O1 (centres undefined)	1	8	-3	1	0	-6	3	1617	1	4
CC(=O)Oc1ccc(-c2cccc(C(=O)Oc3ccccc3)c2)cc1	-8	-1	-1	1	-5	-6	0	1414	1	4
Cc1ccc2c(c1)c(C)c(C)n2CC(O)CN1CCOCC1 (centres undefined)	-4	2	4	0.9	2	-5	0	1439	1	8
COC(=O)c1ccc(CSc2nnc(CNC(=O)COc3ccc(Cl)cc3)o2)o1	-1	-7	-4	0.9	-6	-13	-7	1415	1.1	5
Cc1cc(C)n2cc(CSCC(=O)O)nc2n1	5	-1	-2	1	1	7	0	1478	1	3
COC(=O)COc1ccc(S(=O)(=O)NCC2CCCO2)cc1Cl (centres undefined)	-9	-7	-6	0.9	-6	-5	-5	1299	1.1	7
COc1cc(N)c(Br)cc1C(=O)O	-1	-5	-7	1.1	-4	1	-3	1421	1	-6
CC1CCN(C(=O)CSc2nnc(Cn3c(=O)sc4ccccc43)n2C)CC1	4	4	-3	0.9	-3	-13	5	1646	1	14
COc1ccc(-c2nc(-c3cccc(C(F)(F)F)c3)no2)cc1OC	-4	-6	0	0.9	-9	-15	7	1424	1.1	7
O=C(c1ccc(S(=O)(=O)N2CCOCC2)cc1)N1CCCc2ccccc21	5	4	1	1	-1	-8	-1	1642	1	2
c1ccc(Oc2ncnc3oc(-c4ccccc4)cc23)cc1	-3	-10	3	1	-2	-9	1	1529	1	0
O=C(COC(=O)[C@@H]1CCCN1S(=O)(=O)c1ccccc1F)c1ccccc1	3	0	-2	1	-2	-8	4	1383	1	1
CSc1nnc(-c2sccc2OCc2ccc(C)cc2)n1C	-3	-12	2	1	-2	-12	-2	1590	1	3
Cc1ccc(C(=O)OCc2ccc3c(c2)OCO3)cc1S(=O)(=O)N1CCCCC1	3	5	-1	0.9	-2	-5	-1	1372	1	13
CC(C)c1ccc(NC(=O)COc2ccc(S(=O)(=O)N3CCOCC3)cc2)cc1	1	0	-4	0.8	-7	-11	-4	1515	1.1	18
COc1cccc(OCCCN2CCCCC2)c1	-5	3	3	1.1	-6	-14	-2	1330	1.1	-7

Single records, from the list above.
O=C(COC(=O)[C@@H]1CCCN1S(=O)(=O)c1ccccc1F)c1ccccc1 reads PPARg SRC2 recr: 3; PPARg SRC3 recr: 0; HMGR II inh: -2; bIAP activator: 1; TNAP inh hi DEA: -2; TNAP inh no acc: -8; PPARg SRC1 recr: 4; SRC2 TRFRET art: 1383; TNAP act hiacc: 1; bIAP inhibitor: 1
CC(C)c1ccc(NC(=O)COc2ccc(S(=O)(=O)N3CCOCC3)cc2)cc1 reads PPARg SRC2 recr: 1; PPARg SRC3 recr: 0; HMGR II inh: -4; bIAP activator: 0.8; TNAP inh hi DEA: -7; TNAP inh no acc: -11; PPARg SRC1 recr: -4; SRC2 TRFRET art: 1515; TNAP act hiacc: 1.1; bIAP inhibitor: 18

Screens as filed in PubChem.
